Lmaj promast = Leishmania major promastigote growth inhibition, primary screen; Leishmania major promastigotes, resazurin fluorescence viability; inhibition, % at 10 µM; 200,000 tested, 9% active; AID 1063, 2008; in the data active means inhibition above about 50%;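 further: promastigotes grown with compound for 44 hours at 28 °C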
TNAP inh hiacc = human TNAP enzyme inhibitors, primary screen, biochemical, luminescent, high phosphate acceptor level, uHTS; inhibition, % at 20 µM; Alkaline phosphatase, tissue-nonspecific isozyme (Homo sapiens), P05186; AID 1135, 2008; 200,000 tested, 0.03% active; purified TNAP, CDP-star luminescence, 1 M DEA;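 active means over 50% inhibition of tissue-nonspecific alkaline phosphatase at 20 µM in the single-dose screen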;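 further: plate controls were DMSO wells for no effect and EDTA-quenched wells as full inhibition for full effect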
Target sequence (P05186 whole entry, looked up): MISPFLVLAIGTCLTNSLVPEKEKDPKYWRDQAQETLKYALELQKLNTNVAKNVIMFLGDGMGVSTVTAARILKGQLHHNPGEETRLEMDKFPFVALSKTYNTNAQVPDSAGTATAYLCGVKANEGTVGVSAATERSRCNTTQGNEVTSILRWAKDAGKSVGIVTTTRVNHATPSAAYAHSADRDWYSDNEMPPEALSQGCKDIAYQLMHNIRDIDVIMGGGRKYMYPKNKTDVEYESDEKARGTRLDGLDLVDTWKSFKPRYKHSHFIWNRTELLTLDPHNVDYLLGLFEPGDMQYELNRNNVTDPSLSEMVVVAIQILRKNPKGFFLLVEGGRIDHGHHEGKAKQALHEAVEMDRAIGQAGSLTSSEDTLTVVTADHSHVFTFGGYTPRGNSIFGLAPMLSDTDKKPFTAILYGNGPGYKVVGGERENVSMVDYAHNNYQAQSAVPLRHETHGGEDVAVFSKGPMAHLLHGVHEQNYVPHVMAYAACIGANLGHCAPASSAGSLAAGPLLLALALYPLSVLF
Diaphorase inh = diaphorase inhibitors and chemical oxidizers, primary screen, counter-screen for diaphorase-coupled primary assays, biochemical, uHTS, resorufin fluorescence; diaphorase resazurin-to-resorufin fluorescence, NADH, 16 min; bacterial (C. kluyveri) enzyme, not human; inhibition, % at 20 µM; 190,000 tested, 0.69% active; AID 1217, 2008;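 active means primary screen inhibition at 20 µM above a set limit, cut at about 50% in these data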;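 further: plate controls were DMSO with full reaction for no effect and wells lacking NADH for full effect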
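System: Diaphorase enzyme from Clostridium kluyveri | Amount: Enzyme working solution with 0.14 U/mL diaphorase | Benchmarks: No-NADH positive control and DMSO neutral control | Signal: Fluorescence of resorufin formed from resazurin, Ex 544/Em 590 nm | Schedule: 16-min room-temperature incubation before reading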
PMI act hi M6P = human PMI activators, high substrate, primary screen, biochemical, fluorescence intensity, near-saturating mannose 6-phosphate | Mannose-6-phosphate isomerase (Homo sapiens), P34949 | coupled PMI enzyme assay, resazurin fluorescence, 20 min; hits give high values; 1 = untreated enzyme, 0 = substrate-free blank | activation factor at 20 µM | 190,000 tested, 0.34% active | AID 1216, 2008;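 active means activation factor of 2 or more at 20 µM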
Target sequence (P34949 whole entry, looked up): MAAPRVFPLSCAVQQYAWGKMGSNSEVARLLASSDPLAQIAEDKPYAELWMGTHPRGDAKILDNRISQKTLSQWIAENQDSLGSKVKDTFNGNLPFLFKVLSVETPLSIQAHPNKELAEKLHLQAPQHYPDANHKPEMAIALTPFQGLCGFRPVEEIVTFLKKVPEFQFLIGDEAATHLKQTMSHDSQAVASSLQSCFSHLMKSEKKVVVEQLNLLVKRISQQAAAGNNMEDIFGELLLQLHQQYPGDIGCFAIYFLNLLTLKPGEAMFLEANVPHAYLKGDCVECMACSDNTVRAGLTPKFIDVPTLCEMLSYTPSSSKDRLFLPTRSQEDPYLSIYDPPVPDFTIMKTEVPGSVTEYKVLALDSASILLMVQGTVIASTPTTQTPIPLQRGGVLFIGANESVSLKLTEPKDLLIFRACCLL
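Test system: human phosphomannose isomerase with PGI, G6PDH, diaphorase coupling enzymes; Amount: PMI at 15 ng/mL final; Reagent: Mannose-6-phosphate 1.0 mM (near-saturating) plus 0.22 mM NADP+; Timing: 20 min, room temperature; Technique: resorufin fluorescence at Ex 544/Em 590 nm; Dosing: 20 µM single dose.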
bIAP activator = bovine intestinal alkaline phosphatase activators, primary screen, biochemical, bovine IAP, CDP-star luminescence | alkaline phosphatase, intestinal [Bos taurus] | purified bovine IAP, 30 min; hits give high values; fold of DMSO-control signal, blank-subtracted | activation factor at 20 µM | 200,000 tested, 0.17% active;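 active means activation factor of 2 or more at 20 µM, a signal rise over negative controls twice the positive control's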
TNAP inh noacc = human TNAP enzyme inhibitors, primary screen, biochemical, luminescent, no phosphate acceptor, uHTS; Alkaline phosphatase, tissue-nonspecific isozyme (Homo sapiens), P05186; inhibition, % at 20 µM; 200,000 tested, 0.26% active; purified TNAP, CDP-star luminescence, 30 min;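 active means tissue-nonspecific alkaline phosphatase inhibition above about 50% at 20 µM in the single-dose screen, limit read from the data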;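 further: 0% = DMSO negative control and 100% = EDTA positive control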
PMI act = activators of human PMI, primary screen, biochemical, fluorescence intensity, near-Km mannose 6-phosphate. Mannose-6-phosphate isomerase (Homo sapiens), P34949. purified human PMI, coupled resazurin fluorescence, 20 min; hits give high values; 1 = vehicle control, 0 substrate-free wells. activation factor at 20 µM. 190,000 tested, 0.005% active. AID 1214, 2008;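 active means activation factor of 2 or more at 20 µM, relative to plate controls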
bIAP inhibitor = bovine intestinal alkaline phosphatase inhibitors, primary screen, selectivity assay for TNAP inhibitor project, biochemical, bovine IAP, CDP-star luminescence; AID 1019, 2008; purified bovine IAP, 30 min; alkaline phosphatase, intestinal [Bos taurus]; inhibition, % at 20 µM; 190,000 tested, under 10 active;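 active means over 50% inhibition of intestinal alkaline phosphatase at 20 µM in the single-dose screen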
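Assay system – bovine IAP enzyme · Quantity – bovine IAP at 1/65,000,000 final dilution · Detection – CDP-star luminescence signal · Times – 30 min reaction at room temperature · Also added – CDP-star substrate at 30 µM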
TNAP act hi DEA = TNAP activators at high phosphate acceptor level, primary screen, biochemical, luminescence, uHTS. Alkaline phosphatase, tissue-nonspecific isozyme (Homo sapiens), P05186. purified TNAP, CDP-star luminescence, 1 M DEA, 30 min; hits give high values; 0 = EDTA background, 1 = DMSO-only activity. activation factor at 20 µM. 200,000 tested, under 10 active. AID 1136, 2008;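 active means activation factor at least 2 at 20 µM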
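Dosing: 20 µM single point. System: human TNAP. Amount: TNAP 1/800 final. Incubation: 30 min, room temperature. Read-out: TNAP activation factor scaled between EDTA and DMSO control wells. Signal: luminescence from CDP-star hydrolysis. Medium: 1 M DEA, pH 9.8, Mg2+, Zn2+. Control set: EDTA negative control, DMSO positive control.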
Diaph act CS = compounds boosting diaphorase resazurin reduction – biochemical, uHTS, resorufin fluorescence, counter-screen for diaphorase-coupled primary assays, primary screen | activation factor at 20 µM | 190,000 tested, 0.005% active | Diaphorase/resazurin coupled assay, 16 min; hits give high values; 1 = vehicle wells, 0 = NADH-free wells;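 active means diaphorase activity raised at least twofold by the compound at 20 µM; inactive means activation factor below 2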
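Material: Clostridium kluyveri diaphorase, purified enzyme; Quantity: enzyme 0.07 U/mL final; Medium: HEPES pH 7.4 buffer with MgCl2 and Tween 20; Dosing: single compound dose of 20 µM, 1% DMSO final; Schedule: 16 min reaction at room temperature; Measured by: red resorufin fluorescence at 544/590 nm excitation/emission.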
* hit, by the source's call; i = inactive; / = not tested or not shown.

SMILES	Lmaj promast	TNAP inh hiacc	Diaphorase inh	PMI act hi M6P	bIAP activator	TNAP inh noacc	PMI act	bIAP inhibitor	TNAP act hi DEA	Diaph act CS
COc1ccc(C(=O)c2cc(C(C)=O)c(Nc3ccccc3)s2)cc1	10	-2	14	0.7	1	14	0.9	3	1	0.9
O=S(=O)(NCc1ccco1)c1cccc(S(=O)(=O)N2CCCCC2)c1	3	-6	18	0.9	0.9	-5	0.9	14	1.1	0.8
CC1=CC2=NC(=O)/C(=C\c3cccn3CCOc3ccccc3)C(=N)N2O1	14	-4	30	0.8	0.9	-1	0.8	12	1	0.7
Cc1ccc(C)c(N2CCN(CCCNC(=O)Cn3cc4c(n3)CCCCC4)CC2)c1	0	3	6	0.9	1	-8	0.9	-2	1	0.9
O=C(O)CCCN=CC1=C(O)CNC1=O	-3	2	-26	1.2	1.2	2	1.1	-22	1	1.3
C=CCNC(=S)NNC(=O)c1csc(CC)c1	-3	-5	-7	1.1	1.1	-162	1.1	-8	1.1	1.1
N#Cc1nc(COc2ccc(Cl)cc2)oc1N1CCCCCC1	6	-3	24	0.9	0.7	-10	0.8	26	1	0.8
CCOC(=O)CN(C(=O)CSc1nnc(-c2cccc(OC)c2)o1)c1ccc(F)cc1	0	-4	7	1	1.2	-5	1	-15	1	0.9
COCCNC(=O)CCCn1c(=O)c2cc(OC)c(OC)cc2n(CC(=O)Nc2ccc(F)cc2)c1=O	-2	-6	2	1.2	1	-17	1.1	2	1.1	1
O=C(C1=C[C@H](c2ccc(Br)cc2)C[C@H](OCCCCO)O1)N1CCN(Cc2ccccc2)CC1	17	-7	23	1	1	-6	1.1	-4	1.1	0.8
CCOC(=O)C1CCN(c2ccc([N+](=O)[O-])cc2)CC1	-6	8	3	0.9	0.7	11	1	30	0.9	1
C/C(CCC(C)C)=N\NC(=S)Nc1cc(S(=O)(=O)N2CCOCC2)ccc1N1CCOCC1	27	-4	23	1.3	1.2	-41	1.1	-18	1	0.8
Cc1ccc(Nc2nc(N)nc(CN3CCN(Cc4ccc5c(c4)OCO5)CC3)n2)cc1	31	-4	11	0.9	1	-7	0.8	-5	1	0.9
FC(F)(F)C1=CC(c2ccc(Br)cc2)=NCCN1	39	-3	5	1.1	0.9	-11	1	11	1	0.9
COc1ccc(CCN2CNc3c(c(=O)n(C)c(=O)n3C)C2)cc1	-3	-5	8	1	0.9	-12	1.1	13	1	0.9
CC(C)C(OC(=O)c1cc2occc2n1C)C(=O)NCc1ccc2c(c1)OCO2 (configuration not stated)	-1	-6	8	1.1	0.9	-6	1	9	1.1	0.9
CSc1ccc(CNCCCN(C)C)cc1	7	6	0	1	1	-3	1	-3	0.9	1
O=C1CC(N(O)c2ccccc2)C(=O)N1c1cc(Cl)cc(Cl)c1 (configuration not stated)	-5	0	16	0.8	0.8	-6	0.9	20	1	0.8
Cn1c(N/N=C2\CCCc3ccccc32)nc2c1c(=O)n(Cc1ccc(F)cc1)c(=O)n2C	17	-3	6	1	1	i	0.9	4	1	0.9
CCN(CC)Cc1c(O)ccc2c(-c3ccccc3)cc(=O)oc12	-3	-2	10	0.9	0.9	-15	1	10	1	0.9
Cc1scc(C(=O)NNC(=O)CCC(=O)O)c1C	1	-5	13	1	1	-8	1	-1	1.1	0.9
CC(/C=N/NC(=O)c1cccnc1)=C\c1ccco1	-1	-2	22	0.9	0.9	40	0.7	9	1	0.8
COC(=O)C1(Cc2ccccc2)NC(c2ccc(F)cc2)C2C(=O)N(C)C(=O)C21 (configuration not stated)	-6	3	4	1	1	-3	1	2	1	1
CCC(C(=O)Nc1ncccn1)(C(F)(F)F)C(F)(F)F	-4	0	11	0.9	1	-7	0.9	5	1	0.9
O=C(NCc1ccccc1)C(=O)NCC1OCCN1S(=O)(=O)c1ccc([N+](=O)[O-])cc1 (configuration not stated)	17	-6	15	1	1	-2	1	-5	1.1	0.9

Next part.
SMILES	Lmaj promast	TNAP inh hiacc	Diaphorase inh	PMI act hi M6P	bIAP activator	TNAP inh noacc	PMI act	bIAP inhibitor	TNAP act hi DEA	Diaph act CS
Cc1cc(C)n(C(=O)CCCCCC(=O)n2nc(C)cc2C)n1	0	-6	-5	1.1	0.9	-5	1.1	5	1.1	1
CNC(=O)CSc1nnc(SCCC(=O)O)s1	-6	-1	7	0.9	0.9	-15	1	14	1	0.9
O=C(N/N=C\c1ccc([N+](=O)[O-])o1)C1COc2ccccc2O1 (configuration not stated)	100*	7	23	0.8	0.9	10	1.1	13	0.9	0.8
Cc1cccc(OCC(=O)Nc2nnn(C)n2)c1C	2	-1	10	0.9	0.9	-9	0.9	9	1	0.9
c1ccc(-c2nc3ccccc3c3nc4ccccc4n23)cc1	-4	-3	14	1	0.7	-8	1	26	1	0.9
Cc1cccn2c(=O)c3cc(C(=O)NCc4ccco4)c(=N)n(C(C)C)c3nc12	29	2	32	1.2	0.9	-1	1	14	1	0.7
CCOc1ccc(N2C(=O)C3ON(c4ccccc4)C(c4cccs4)C3C2=O)cc1 (configuration not stated)	-7	1	/	/	1.1	-2	/	-7	1	/
CN(C)C=NC(=O)c1ccc(N2CCN(c3ncc(C(F)(F)F)cc3Cl)CC2)cc1	-8	0	18	0.9	0.9	-3	0.8	10	1	0.8
COc1ccc(C(=O)CSc2ccc(-c3ccco3)nn2)cc1	-5	3	16	1	0.8	-9	0.9	16	1	0.8
O=C(N/N=C/c1ccco1)c1cc(=O)[nH]c2ccccc12	-7	0	7	1.1	1.1	1	1.1	-10	1	0.9
CCOP(=O)(OCC)C(NCc1ccccc1)c1ccc(Br)cc1 (configuration not stated)	45	-7	5	1.2	1.1	-3	1.1	-14	1.1	0.9
CC(C)c1nnc(-c2ccc(Cl)cc2)c(N(C)C)n1	9	0	9	0.9	1	-4	0.9	4	1	0.9
COc1cc(NC(=O)CSc2nc3ccccc3n2-c2ccccc2)c(C)cc1[N+](=O)[O-]	55*	-4	5	1	0.9	-3	1	6	1	1
CCOC(=O)c1cc(-c2ccc3c(c2)OCO3)nc2onc(C)c12	15	-5	17	0.9	0.9	-15	0.9	7	1	0.8
CNC(=O)C1CC(=O)N(Cc2ccc(OC)c(OC)c2)C(=Nc2ccc(OC)cc2)S1 (configuration not stated)	-4	-3	14	0.9	1	2	0.9	2	1	0.9
O=C(/C=C/c1ccc([N+](=O)[O-])cc1)NCCN1C(=O)S/C(=C\c2ccc(F)cc2)C1=O	-1	-2	3	1	1	-5	0.9	3	1	1
Cc1ccc2c(c1)c1nnc(SCC(=O)Nc3cccc(Cl)c3C)nc1n2CC(=O)O	-2	-3	-3	1.4	1	2	1.5	-2	1	1
CCc1ccc(OCC(=O)N(C)CCC#N)c(Br)c1	-3	-1	1	1	0.9	-14	1	6	1	1
Cc1ccc(-c2nc3cccnc3s2)cc1NS(=O)(=O)c1ccc2c(c1)CCCC2	4	-1	20	0.9	0.9	-6	0.9	8	1	0.8
CC1(C)CC(=O)C(C=NCCCO)=C(O)C1	10	-6	18	1	0.9	-17	1	10	1.1	0.8
COc1ccccc1-c1cc(C(=O)NCCN2CCOCC2)no1	4	-4	15	0.9	1	-9	0.9	1	1	0.9
COc1ccc(-c2ccc(CCC(=O)O)n2NC(=O)c2ccc(C(C)(C)C)cc2)cc1	-4	3	17	0.9	1.1	-2	0.9	-11	1	0.8
Cc1cccc(-n2c(CNC(=O)c3ccc(S(=O)(=O)N4CCCC4)cc3)n[nH]c2=S)c1	-9	-8	18	0.9	0.8	1	0.9	24	1.1	0.8

Part of the list above, reformatted.
Screens in order: Lmaj promast | TNAP inh hiacc | Diaphorase inh | PMI act hi M6P | bIAP activator | TNAP inh noacc | PMI act | bIAP inhibitor | TNAP act hi DEA | Diaph act CS
- O=C(/C=C/c1ccc([N+](=O)[O-])cc1)NCCN1C(=O)S/C(=C\c2ccc(F)cc2)C1=O
 : -1 | -2 | 3 | 1 | 1 | -5 | 0.9 | 3 | 1 | 1
- Cc1ccc2c(c1)c1nnc(SCC(=O)Nc3cccc(Cl)c3C)nc1n2CC(=O)O
 : -2 | -3 | -3 | 1.4 | 1 | 2 | 1.5 | -2 | 1 | 1
- CCc1ccc(OCC(=O)N(C)CCC#N)c(Br)c1
 : -3 | -1 | 1 | 1 | 0.9 | -14 | 1 | 6 | 1 | 1
- Cc1ccc(-c2nc3cccnc3s2)cc1NS(=O)(=O)c1ccc2c(c1)CCCC2
 : 4 | -1 | 20 | 0.9 | 0.9 | -6 | 0.9 | 8 | 1 | 0.8
- CC1(C)CC(=O)C(C=NCCCO)=C(O)C1
 : 10 | -6 | 18 | 1 | 0.9 | -17 | 1 | 10 | 1.1 | 0.8
- COc1ccccc1-c1cc(C(=O)NCCN2CCOCC2)no1
 : 4 | -4 | 15 | 0.9 | 1 | -9 | 0.9 | 1 | 1 | 0.9
- COc1ccc(-c2ccc(CCC(=O)O)n2NC(=O)c2ccc(C(C)(C)C)cc2)cc1
 : -4 | 3 | 17 | 0.9 | 1.1 | -2 | 0.9 | -11 | 1 | 0.8
- Cc1cccc(-n2c(CNC(=O)c3ccc(S(=O)(=O)N4CCCC4)cc3)n[nH]c2=S)c1
 : -9 | -8 | 18 | 0.9 | 0.8 | 1 | 0.9 | 24 | 1.1 | 0.8

Copied from the listing, two compounds:
SMILES	Lmaj promast	TNAP inh hiacc	Diaphorase inh	PMI act hi M6P	bIAP activator	TNAP inh noacc	PMI act	bIAP inhibitor	TNAP act hi DEA	Diaph act CS
Cc1cc(C)n(C(=O)CCCCCC(=O)n2nc(C)cc2C)n1	0	-6	-5	1.1	0.9	-5	1.1	5	1.1	1
CNC(=O)CSc1nnc(SCCC(=O)O)s1	-6	-1	7	0.9	0.9	-15	1	14	1	0.9

High-throughput results: PubChem BioAssay, several laboratories
